# Hck-Nef inh – inhibitors of Nef-activated human Hck kinase, primary screen, biochemical, Z-Lyte FRET, 384-well, Hck-YEEI | Recombinant Hck-YEEI plus Nef, Z-Lyte FRET kinase assay | inhibition, % at 20 µM | actives 0.68% (n = 220,000);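 active = Hck-Nef kinase inhibition above about 50%, limit read from the data; inactive = inhibition below that limit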;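 note: 0% = DMSO with Hck plus Nef and 100% = Hck alone without Nef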
# L929 necroptosis – inhibitors of zVAD-triggered necroptosis, primary screen, L929 cells; viability rescue, % at 10 µM; L929 zVAD necroptosis rescue, ATP luminescence, 24 h; with zVAD 60 µM; actives 0.38% (n = 220,000);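 active = activation, scaled between plate controls, above about 75%, limit read from the data; inactive = activation under that limit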;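 note: 0% = zVAD with DMSO and 100% = DMSO alone without zVAD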
# EBV gp42 inh – Epstein-Barr virus gp42 inhibitors, primary screen, biochemical, uHTS, fluorescence polarization | actives 0.42% (n = 220,000) | inhibition, % (tested at 21.74 µM) | Glycoprotein 42 (Epstein-Barr virus (strain AG876)), Q1HVG2 | AID 1085, 2008 | Fluorescence polarization binding assay, mP read-out; in the data active = inhibition above about 50%
# Target sequence (Q1HVG2 whole entry, looked up): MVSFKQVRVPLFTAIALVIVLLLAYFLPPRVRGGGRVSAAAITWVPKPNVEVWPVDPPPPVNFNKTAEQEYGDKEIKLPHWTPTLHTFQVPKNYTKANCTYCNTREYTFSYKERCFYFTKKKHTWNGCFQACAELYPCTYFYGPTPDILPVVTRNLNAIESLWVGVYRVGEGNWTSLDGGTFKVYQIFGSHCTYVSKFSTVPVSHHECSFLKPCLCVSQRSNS
# Runt-CBFb FRET – inhibitors of RUNX1 Runt–CBFb binding, primary screen, biochemical, FRET, Cerulean-Runt, Venus-CBFb, uHTS | inhibition, % at 20 µM | actives 0.46% (n = 220,000) | Runt-related transcription factor 1 (Homo sapiens) + Core-binding factor subunit beta … | Cerulean-Runt/Venus-CBFb FRET ratio 530/480, 1 h;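 active = inhibition over about 50% at 20 µM in the single-dose screen, limit read from the data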;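 note: 0% = DMSO wells and 100% = excess unlabeled CBFb competitor control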
# Target sequence (Q01196 whole entry, looked up): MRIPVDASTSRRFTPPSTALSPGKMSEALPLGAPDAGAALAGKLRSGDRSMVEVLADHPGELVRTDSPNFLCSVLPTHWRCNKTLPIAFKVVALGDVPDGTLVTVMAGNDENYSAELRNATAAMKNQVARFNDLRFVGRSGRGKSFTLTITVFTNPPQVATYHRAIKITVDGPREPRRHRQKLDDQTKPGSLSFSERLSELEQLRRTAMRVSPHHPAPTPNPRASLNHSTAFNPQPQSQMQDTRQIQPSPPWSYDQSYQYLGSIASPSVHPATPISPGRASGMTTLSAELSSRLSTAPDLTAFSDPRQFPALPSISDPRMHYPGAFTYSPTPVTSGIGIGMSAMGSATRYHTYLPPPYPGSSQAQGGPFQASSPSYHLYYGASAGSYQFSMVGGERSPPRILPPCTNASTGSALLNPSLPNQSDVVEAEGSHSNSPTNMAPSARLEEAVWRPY
# Target sequence (Q13951 whole entry, looked up): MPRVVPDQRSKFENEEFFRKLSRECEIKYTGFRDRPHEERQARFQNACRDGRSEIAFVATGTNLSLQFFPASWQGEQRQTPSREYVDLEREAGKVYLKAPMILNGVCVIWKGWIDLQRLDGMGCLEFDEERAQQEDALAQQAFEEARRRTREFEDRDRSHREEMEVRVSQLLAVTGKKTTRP
#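 Schedule: protein complex preformed 1 h, compound exposure 1 h, room temperature, dark; test system: Cerulean-labeled Runt domain protein; amount: 100 nM per protein; buffer or medium: Tris 50 mM pH 7.5, KCl, K2SO4, 0.01% BSA; read-out: loss of energy transfer signal; detection: FRET fluorescence; controls: 5 µM unlabeled CBFb as full-inhibition high control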
# 14-3-3 Bad inh – inhibitors of 14-3-3 zeta/Bad binding, primary screen, biochemical, TR-FRET, bovine 14-3-3 zeta; 14-3-3 protein zeta/delta (Bos taurus), P63103; TR-FRET 14-3-3zeta/Dy647-pBad peptide displacement, 1 h; inhibition, % at 21.7 µM; actives 0.71% (n = 220,000); AID 781, 2007;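 active = inhibition above about 70%, limit read from the data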;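 note: 0% = full 14-3-3 plus peptide FRET controls and 100% = background without 14-3-3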
# TbHK1 inh – Trypanosoma brucei hexokinase 1 inhibitors, primary screen, biochemical, G6PDH-coupled NADH absorbance, MLSCN library. hexokinase 1 [Trypanosoma brucei]. recombinant TbHK1, G6PDH-coupled NADH A340. inhibition, % at 10 µM. actives 0.11% (n = 220,000);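 active = inhibition of 50% or more in the single-dose primary screen; inactive = inhibition below 50%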
# Runt-SMMHC FRET – inhibitors of RUNX1 Runt–CBFb-SMMHC binding, primary screen, biochemical, FRET, Cerulean-Runt, Venus-CBFb-SMMHC, uHTS. actives 0.74% (n = 220,000). Runt-related transcription factor 1 (Homo sapiens) + Core-binding factor subunit beta …. AID 1434, 2008. Cerulean-Runt/Venus-CBFb-SMMHC FRET ratio 530/480, 1 h. inhibition, % at 20 µM;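 active = mean inhibition across duplicate retests at 20 µM reaching about 50%, limit read from the data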;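 note: 0% = DMSO wells and 100% = wells with excess untagged CBFb-SMMHC; inhibitors lower the FRET ratio by blocking Runt binding to CBFb-SMMHC; some results filed as inactive read as strong as hits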
# p47phox inh – p47phox/p22phox peptide binding inhibitors, primary screen, biochemical, uHTS, NADPH oxidase regulatory subunit | inhibition, % at 24.7 µM | fluorescence polarization, 2 h | actives 0.53% (n = 220,000) | AID 1274, 2008;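 active = inhibition above about 30%, limit read from the data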;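 note: 0% = p47phox with labelled peptide and 100% = labelled peptide alone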
# Mdm2 ligase inh – MDM2-luciferase reporter signal enhancers, primary screen, MDM2 E3 ligase inhibitor project, cell-based, luminescence, 1536-well; E3 ubiquitin-protein ligase Mdm2 (Homo sapiens), Q00987; cell-based MDM2 ubiquitination luciferase reporter, 2 h; 0 = plate control, 100 = twice control, blank-subtracted; signal enhancement, % at 5 µM; actives 0.11% (n = 210,000);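 active = signal enhancement of 30% or more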;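 note: luminescence tracks abundance of the self-degrading MDM2-luciferase fusion protein; higher signal means inhibition of MDM2 E3 ligase activity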
#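 System: stable MDM2–luciferase fusion reporter cells / Input: 2000 cells seeded into each well / Schedule: 4 h settle plus 2 h compound, 37 °C / Compound: single-point 5 µM / Buffer or medium: cells held in DMEM / Benchmarks: control and blank well means / Evaluation: percent signal gain over controls, blank-subtracted / Measured by: luciferase luminescence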
# * marks the source's active call; other numbers are inactive results; nt = no result given; [ ] = remark or other dose. Compounds were not picked by outcome; overall some 3.2% were active at least once.
Molecule,Hck-Nef inh,L929 necroptosis,EBV gp42 inh,Runt-CBFb FRET,14-3-3 Bad inh,TbHK1 inh,Runt-SMMHC FRET,p47phox inh,Mdm2 ligase inh
O=C(CSc1ccccc1)Nc1cccc(S(=O)(=O)N2CCCC2)c1,3,1.6,-26,3,-3,4,2,-3,-14
COc1ccc(Cn2c(=O)sc3ccccc3c2=O)cc1,23,1.7,-12,0,-12,-4,-2,-4,3
O=c1[nH]cnc2ccsc12,23,1.1,3,-1,-16,-5,1,2,-17
O=c1oc(/C=C/c2ccccc2)nc2ccccc12,22,0.0,-5,2,-3,1,-3,-13,-28
CCOC(=O)c1ccc(NC(=O)N2CCN(c3ccccc3OC)CC2)cc1,2,5.5,-5,2,-8,0,-1,-9,-9
Cc1cc2c(c(=O)n1Cc1cccnc1)C(c1ccccc1)C(C#N)=C(N)O2 (stereo not given),1,-0.3,12,1,6,0,-3,2,-14
Cn1c(CN2CCCC2)c(C#N)c2ccccc21,17,-0.2,-9,0,-10,4,4,-1,-17
CCc1cccc2c(C(=O)CN3C(=O)NC(C)(c4cccc5ccccc45)C3=O)c[nH]c12 (stereo not given),7,70,-12,-5,-5,-1,-3,-6,1
COc1ccccc1OCc1nc(-c2ccc([N+](=O)[O-])cc2)no1,2,0.1,-6,2,-1,36,0,-17,-2
CC(=O)c1ccc(OC(=O)C2CC(=O)N(c3cccc(C)c3)C2)cc1 (stereo not given),1,-0.1,-10,-1,-7,-11,0,-2,-20
O/N=C/c1ccc(OCc2ccccc2)c(Br)c1,2,3.3,-20,-1,21,32,-2,-14,-11
COc1ccc(/C=N/N2CCN(c3ccccc3OC)CC2)cc1OC,-2,0.7,3,-2,-3,4,43,-7,-5
COc1ccccc1/C=C/C(=O)OCC(=O)Nc1cc(C(F)(F)F)ccc1N1CCOCC1,2,1.5,-19,1,1,-13,2,-14,-8
COc1ccc(C2C(C(=O)N3CCN(c4ccccc4)CC3)c3ccccc3C(=O)N2C)cc1OC (stereo not given),0,0.1,-12,2,-6,-7,5,-7,-11
CC(C)Nc1nc(NC(C)C)nc(N(C#N)C(C)C(=O)N(C)C)n1 (stereo not given),15,-0.3,-8,1,1,7,0,-11,-13
O=C(N/N=C/c1cccnc1)c1ccccc1OCc1ccc(Cl)cc1,40,0.0,5,-4,-8,-2,2,0,-14
Clc1ccc(-c2nnc(-c3cccc4ccccc34)o2)cc1Cl,21,-0.2,-9,1,-2,-5,3,-4,nt
CCOC(=O)c1c(-c2ccc(OC)cc2)csc1NC(=O)CSc1ncnc2sccc12,-1,1.0,-71,0,-14,-7,-2,-85,-14
Cc1csc(NC(=O)c2ccc(C)c(S(=O)(=O)N3CCCCC3)c2)n1,2,0.8,-1,-2,4,-2,-10,-13,-1
Cc1cc(C)c(C(N)=O)c(Nc2cccc3ccccc23)n1,-3,-0.8,-18,0,-3[fluorescence artefact?],-9,0,-5,5
Cn1ccnc1SCC(=O)N1CCN(S(=O)(=O)c2ccccc2)CC1,-2,1.3,3,0,-6,0,1,-1,-13
O=C(NC(=S)Nc1ccccc1N1CCOCC1)c1ccc(-c2ccccc2F)o1,38,1.2,-5,1,-2,-40,1,-13,-3
CSCC[C@H](NC(=O)OC(C)(C)C)C(=O)N1CCC(C(=O)N[C@@H](C)C(=O)O)CC1,0,-0.6,-14,0,5,3,2,-8,4
CC(C)(C)c1ccc(Oc2ccc(NC(=O)c3ccco3)cn2)cc1,1,31,-6,-4,1,4,3,-18,-4
O=C(NC(Cc1ccccc1)C(=O)O)/C(=C\c1ccco1)NC(=O)c1ccccc1 (stereo not given),6,1.3,-16,10,-17,27,-2,-11,7
CC(=O)NN1C(=O)/C(=C\c2ccccc2)SC1=S,0,-0.4,nt,nt,nt,-19,-2,nt,-13
N#CC1=C(N)Oc2n[nH]c(-c3cccs3)c2C1c1cccs1 (stereo not given),0,0.4,2,9,-15,-10,0,-6,-14
CCCCCCc1ccc(OCC(=O)OC)cc1OCC(=O)OC,-2,2.0,2,-7,0,-3,-7,-14,-8
CN1/C(=C\C(=O)COC(=O)c2ccc([N+](=O)[O-])o2)C(C)(C)c2ccccc21,9,0.6,-2,1,0,-16,0,nt,4
Cc1ccc(C2CC(c3ccccc3)=NN2C(=O)CSc2nnc(-c3ccc(Cl)cc3)o2)o1 (stereo not given),3,-0.4,-17,1,3,-3,2,-16,13
N#C/C(C(=S)Nc1ccccc1)=C1/NN=C(N2CCOCC2)N1c1ccccc1,-6,-0.6,12,7,-8,-22,25,6,-3
Cc1ccc(NC(=O)N/C=C/c2ccco2)cc1,1,1.0,-13,4,-19[fluorescence artefact?],-7,-4,-47,2
Cc1ccccc1C1N(c2nccs2)C(=O)C2CCCN21 (stereo not given),20,1.7,-2,5,-16,-13,3,-13,1
Cc1ccc(C(=O)NC(NCc2ccccc2)C(Cl)(Cl)Cl)cc1 (stereo not given),2,-0.3,3,-3,-8[fluorescence artefact?],-5,-33,-7,4
CSc1nnc2c3cc(C)ccc3n(Cc3ccccc3)c2n1,11,-1.2,-82,-3,88*[fluorescence artefact?],21,7,23,-11
CCOc1ccc(C(=O)Nc2ccc(N3CCN(C)CC3)cc2)cc1Br,0,0.7,-14,1,15[fluorescence artefact?],2,4,-2,-6
CCc1ccc(/C(C)=N/NC(=O)c2ccccn2)cc1,18,0.1,-21,-1,-1,2,2,-4,-19
CC1=NN(c2ccccc2)C(=O)C1c1ccccc1 (stereo not given),0,0.7,11,-2,3,-2,2,1,-7
O=C(CN1CCN(c2ccc(O)cc2)CC1)Nc1ccc2c(c1)OCCO2,15,0.3,-22,43,-10,3,36,-4,-12
Cn1c(CCCOc2ccc(Cl)cc2Cl)nnc1SCC(=O)Nc1cccc(F)c1,0,3.2,-11,-2,2,7,1,-6,-13
c1ccc(-c2nc3ccccn3c2NC2CCCC2)nc1,21,5.0,4,2,-26,-11,-4,-3,-6
OCC1CCCN(Cc2cn(Cc3ccccc3)nc2-c2cc3ccccc3o2)C1 (stereo not given),18,0.1,-18,0,-2,5,2,-7,8
COc1ccc2c(c1)[nH]c1c(=O)n(Cc3ccncc3)cnc12,15,3.1,-9,-1,-4,0,0,0,-10
CC(C)C(=O)NN(C(=O)c1ccccc1)c1ccccc1,-43,-0.5,-5,1,-7,0,3,4,-11
CCN(C(=O)COC(=O)/C=C/c1nc2ccccc2s1)C1CCS(=O)(=O)C1 (stereo not given),16,1.2,2,0,1,-19,4,-5,0
CCOC(=O)c1ccc(NC(=O)CCC2COc3ccccc3O2)cc1 (stereo not given),1,-0.1,8,-1,1,6,-1,-9,1
Cc1nnc(N/N=C/c2ccc(-c3ccccc3F)o2)n1N,24,1.6,-19,16,-11,-40,12,-10,-29
O=C(NN=C(Cc1ccccc1)Cc1ccccc1)C1CC1,22,2.4,-11,2,-19,-4,-8,-9,-3
COc1cc(/C=C2/SC(=S)N(c3ccccc3)C2=O)ccc1Oc1nc(N2CCOCC2)nc(N2CCOCC2)n1,1,1.1,-9,-2,-3[fluorescence artefact?],-22,0,-29,nt
Cc1ccc(C)c(SCC(=O)Nc2cc(C)nn2-c2ccc(F)cc2)c1,-1,-0.7,-33,1,3[fluorescence artefact?],1,-3,-8,-15
CCCCOc1ccc(C(O)(CCC)CCN2CCOCC2)cc1 (stereo not given),-3,nt,-4,-4,15,-6,-3,-11,0
Fc1ccc(-n2nnc(-c3cnc4ccccc4c3)n2)cc1,-3,-0.6,-7,-1,-4,5,-1,3,nt
CC(=O)c1cc(F)c(N2CCOCC2)cc1C,-2,0.1,-17,0,6,-12,-8,1,-17
Cc1ccc2[nH]c3c(N4CCOCC4)ncnc3c2c1,3,0.7,13,1,2[fluorescence artefact?],-25,-1,1,-9
C=C(C)Cn1c(SCCCO)nc2c1c(=O)[nH]c(=O)n2C,2,0.0,-26,-1,-4,1,-2,3,-18
Cc1ccc(/C=N/n2c(-c3cccnc3)n[nH]c2=S)s1,1,1.7,0,10,-7[fluorescence artefact?],-17,16,3,-7
O=[N+]([O-])c1cccc(/C=N/N2CCN(Cc3ccccc3)CC2)c1,25,13,10,-1,-27,-4,1,-1,-30
CCc1ccc(NC(=O)N(CCCOC(C)C)C2CCN(C(C)=O)CC2)cc1,1,-0.5,-13,-1,7[fluorescence artefact?],-6,2,2,7
O=C(CSc1nccn1-c1ccccc1)c1ccc(Cl)cc1,0,0.2,-18,0,-8,0,3,-8,-26
Cc1[nH]c2c(ccc3cccnc32)c1C,18,78*,-4,1,5,-13,-10,-11,-24

# No new results follow: entries from further up.
Molecule,Hck-Nef inh,L929 necroptosis,EBV gp42 inh,Runt-CBFb FRET,14-3-3 Bad inh,TbHK1 inh,Runt-SMMHC FRET,p47phox inh,Mdm2 ligase inh
CCc1ccc(NC(=O)N(CCCOC(C)C)C2CCN(C(C)=O)CC2)cc1,1,-0.5,-13,-1,7[fluorescence artefact?],-6,2,2,7
O=C(CSc1nccn1-c1ccccc1)c1ccc(Cl)cc1,0,0.2,-18,0,-8,0,3,-8,-26
Cc1[nH]c2c(ccc3cccnc32)c1C,18,78*,-4,1,5,-13,-10,-11,-24

# (more compounds)
Molecule,Hck-Nef inh,L929 necroptosis,EBV gp42 inh,Runt-CBFb FRET,14-3-3 Bad inh,TbHK1 inh,Runt-SMMHC FRET,p47phox inh,Mdm2 ligase inh
CC(O)C(C(=O)OCc1ccc([N+](=O)[O-])cc1)N1C(=O)c2ccccc2C1=O (stereo not given),71*,0.7,-21,1,10,7,1,-3,-7
CCC(C)NC(=O)Nc1ccc(F)c(Cl)c1 (stereo not given),18,0.0,0,2,-3,4,-2,1,0
Cc1cccc2cc(CN(Cc3ccc4c(c3)OCO4)Cc3nnnn3C3CCCC3)c(=O)[nH]c12,10,1.2,5,-4,8,-1,0,-2,5
O=C(CSc1ccc(-c2ccccn2)nn1)NCc1ccccc1,19,2.9,-11,0,-12,0,-5,1,5
Cc1nn(-c2ccccc2)c(Cl)c1C(=O)NCc1cccs1,1,-0.3,-4,-1,-2,-4,-1,-1,-4
